# NS5 inhibitors: flavivirus cap methylation enzyme inhibition – biochemical, confirmation dose response, primary screen (AID 588689); one-dose inhibition, % at 25 µM; IC50 in µM for titrated hits; 340,000 tested, 0.3% active; Dengue-2 NS5 methyltransferase capping enzyme assay, biochemical; higher % means a stronger effect; in the data active = a potency from the dose series; inconclusive = inhibition above about 29% without an active follow-up result
# SV40 large T antigen: TAg ATPase/helicase activity blockers – biochemical (AID 1903) | one-dose inhibition, % at 20 µM; IC50 in µM for titrated hits | 310,000 tested, 0.39% active | SV40 large T antigen ATPase/helicase inhibition assay; higher % means a stronger effect; in the data active = a potency from the dose series; inconclusive = inhibition mostly from about 32% at the one dose, without a potency; inactive = the rest, 99 in 100 with inhibition below about 32%; also: strong numbers were not always called active
# CSM14.1 death rescue: rescue of cells from ER stress-induced death, primary screen, 384-well, CSM14.1, thapsigargin, ATP luminescence (AID 1222); CSM14.1 thapsigargin-induced death rescue, ATP luminescence; higher % means a stronger effect; one-dose cellular ATP content (survival), % at 20 µM; EC50 in µM for titrated hits; 190,000 tested, under 10 active;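 active = EC50 below 50 µM in the dose-response confirmation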;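 also: death triggered by thapsigargin at about 15 µM added after 2 h compound pretreatment; cell ATP read after overnight thapsigargin exposure of roughly 18 to 22 hours; normalized against plate controls of thapsigargin alone and 5% DMSO vehicle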
# WT yeast gro inh: growth inhibition of WT yeast, mitochondrial fusion screen | mitochondrial fusion phenotypic screen, WT strain | 190,000 tested, 2.1% active | inhibition, % at 10 µM; in the data active = inhibition above about 58%; tested in S. cerevisiae
# Yfh1-depleted yeast: enhancers of respiration in Yfh1-depleted yeast, dose response, Friedreich's ataxia, plus single-dose screen (AID 1465). S. cerevisiae Yfh1-off respiration, WST-1 reduction, 72 h; higher fold induction means a stronger effect. fold induction at 50 µM, or EC50 in µM where a hit was titrated. 220,000 tested, 0.074% active;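 active = fold induction of absorbance versus untreated yeast above a set limit, then at least 30% activation at any dose in follow-up; inconclusive = repeats straddling the limit, or above it without dose testing; inactive = fold induction below the set limit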;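 also: activators that raise dye reduction in frataxin-depleted yeast; strong numbers were not always called active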
# RSV antiviral HEp-2: RSV antiviral activity via CPE protection, HEp-2 cells, primary 10 µM value included (AID 2391); HEp-2 cells, RSV-induced CPE inhibition; higher % means a stronger effect; one-dose CPE inhibition, % at 10 µM; IC50 in µM for titrated hits; 310,000 tested, 0.13% active; in the data active = a potency from the dose series; inconclusive = CPE inhibition mostly from about 23% at the one dose, without a potency; inactive = the rest, 99 in 100 with CPE inhibition below about 21%; also: strong numbers were not always called active
# XIAP antagonists: small molecules displacing peptide from XIAP – biochemical, IAP family, fluorescence polarization (AID 1018); XIAP BIR domain, fluorescence polarization peptide displacement; higher % means a stronger effect; 200,000 tested, 0.007% active; displacement, % at 20 µM; hits with a dose series show IC50 in µM; in the data active = displacement above about 50%; also: a part of the inactive calls stands beside numbers as strong as those of hits
# K1F lysis inhibition: protection from phage-mediated lysis, alamar blue read-out – E. coli UTI89, K1F phage, bacterial capsule biogenesis inhibitors (AID 488966); E. coli UTI89 K1F phage lysis, alamar blue, 2 h; higher % means a stronger effect; inhibition, % at 100 µM, or IC50 in µM where a hit was titrated; 340,000 tested, 0.02% active;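 active = phage lysis inhibition, versus mean bacterial control, above a set limit; inconclusive = no clear call, values can overlap the other calls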;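 also: capsule biogenesis inhibitors block K1F phage lysis so surviving cells raise fluorescence; higher fluorescence means more inhibition of phage lysis; actives were called in the ten point dose series up to 300 µM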
# West Nile antiviral: inhibition of WNV-induced cytopathic effect – cell-based, CPE readout (AID 1621); West Nile virus-infected cells, CPE inhibition; higher % means a stronger effect; CPE inhibition, % at 10 µM; hits with a dose series show IC50 in µM; 290,000 tested, 0.02% active; in the data active = a potency from the dose series; inconclusive = CPE inhibition mostly from about 3.7% at the one dose, without a potency; inactive = the rest, 99 in 100 with CPE inhibition below about 2.2%; also: strong numbers were not always called active
# WT yeast gro inh mutant strain: recorded beside WT yeast gro inh, whose call it bears; inhibition, %; mitochondrial fusion phenotypic screen, mutant strain inhibition
# NS5 inhibitors pilot replicate: also measured in NS5 inhibitors; calls as there; inhibition, %; measured here: pilot screen replicate inhibition
# An asterisk follows results filed as active; i = inactive; u = inconclusive; x = not tested or not shown; [ ] = another dose, or the depositor's remark. An unsorted share of the library; 2.2% or so of the library scored in one or more.
SMILES,NS5 inhibitors,SV40 large T antigen,CSM14.1 death rescue,WT yeast gro inh,WT yeast gro inh mutant strain,Yfh1-depleted yeast,RSV antiviral HEp-2,XIAP antagonists,K1F lysis inhibition,West Nile antiviral,others
COc1ccc2cc(C(=O)NC3CCCCC3)c(=O)oc2c1,1%,3%,0.1%,12,-4,i,x,-1.0%,-0.2%,-0.1%,
O=C(N/N=C/c1cn(CCOc2ccccc2)c2ccccc12)c1ccncc1,6%,6%,-1.7%,-2,-6,i,15%,2.0%,-0.1%,-0.1%,
Cc1cc(Cl)ccc1NC(=S)N1CCOCC1,x,3%,-7.8%,-9,12,i,1.5%,-7.9%,-0.9%,0.0%,
Cn1c(Cn2c(=O)sc3ccccc32)nnc1SCc1cccc(F)c1,2%,1%,-0.5%,-7,-2,i,-2.1%,0.2%,-0.8%,-0.9%,
COc1ccc(OC)c(NC(=O)c2cc(S(=O)(=O)NCc3ccco3)ccc2F)c1,1%,18%,-1.6%,-3,6,i,x,-2.9%,-0.6%,2.3%,
COc1ccc(CN2C(=O)N(c3ccccc3)C(=O)C2CC(=O)Nc2ccccc2)cc1OC (stereo not drawn),0%,-2%,-0.2%,-7,-4,i,0.8%,5.2%,0.1%,1.1%,
O=C(CN1CCN(c2nc(-c3ccc(F)cc3)cs2)CC1)NCc1ccc2c(c1)OCO2,-4%,-10%,-2.8%,50,4,i,7.7%,-1.4%,0.0%,x,
Cc1ccc(N2C(=O)Nc3ccccc3S2(=O)=O)cc1Cl,-4%,11%,x,x,x,x,15%,x,-0.1%,-1.1%,
CCC(CC)C(=O)Nc1cccc(C(=O)N2CCCCCC2)c1,-3%,6%,1.2%,1,0,i,-0.4%,-7.6%,-0.1%,-0.6%,
O=C(CN(C(=O)c1csnn1)c1ccccc1)NCCc1ccccc1,0%,10%,x,x,x,x,1.7%,x,-0.1%,-0.3%,
CC(C)c1ccc(NC(=S)NCCc2c[nH]c3ccccc23)cc1,-4%,16%,-2.0%,67*,40*,i,20%,-6.0%,u,-0.3%,
Cc1cc(C(C)(C)C)cc(C)c1C(=O)O,2%,13%,x,x,x,i,1.5%,x,-0.7%,0.2%,
Cn1c(=O)c(C(=O)CN2CCCCCC2)c(N)n(Cc2ccccc2)c1=O,0%,3%,-14%,-5,-3,i,-1.4%,-6.6%,0.6%,-0.7%,
O=C1CCC(C(=O)NC2(C(=O)NC3CCCCC3)CCCCC2)N1 (stereo not drawn),-2%,3%,2.8%,3,-4,i,0.1%,-2.6%,2.4%,0.1%,
Cn1c(/C=C/c2ccc(Cl)cc2)nc2ccccc2c1=O,6%,5%,x,x,x,x,19%,x,0.1%,-1.8%,
CCOC(=O)C1=C(C)NC2=C(C1c1ccc([N+](=O)[O-])cc1)S(=O)(=O)c1ccccc12 (stereo not drawn),0%,10%,2.7%,-11,-11,i,12%,-11%,0.3%,0.4%,
OCCN1CCOCCOc2ccccc2OCCOCC1,-12%,2%,x,x,x,x,-0.6%,x,0.2%,-0.3%,
CC(=O)c1ccc(-c2ccccc2OC(F)(F)F)o1,-1%,8%,x,x,x,i,1.5%,x,-0.3%,0.4%,
C=C(C)C1CC=C(C)/C(=N/NC(=O)c2ccc(NC(=O)c3cccc(C)c3)cc2)C1 (stereo not drawn),1%,6%,1.4%,27,2,x,0.9%,-4.2%,7.3%,x,
S=C(Nc1ccc(Cl)cc1)N1CCN(C2CCCCC2)CC1,1%,2%,-0.6%,18,4,i,-2.0%,-3.9%,-0.6%,0.0%,
O=C1OCC(c2ccccc2)=C1c1ccccc1[N+](=O)[O-],-14%,4%,0.7%,3,3,i,2.4%,-4.2%,-0.6%,-0.3%,
O=C(O)C1C2C=CC(O2)C1C(=O)NCCc1cccc(Cl)c1 (stereo not drawn),-3%,5%,-1.1%,-2,-1,i,1.2%,-5.3%,-0.2%,-0.3%,
O=C(Nc1cccnc1)c1ccc(S(=O)(=O)c2ccccc2)cc1,-8%,8%,1.4%,-6,9,i,1.6%,-1.2%,0.3%,0.1%,
COc1ccc(-c2cc(C(F)(F)F)nc(SCc3cccc(C(=O)O)c3)n2)cc1,25%,9%,2.2%,30,-4,i,50%,-2.2%,-0.6%,0.3%,
Cc1ccsc1/C=C1/SC(=O)N(CC(=O)N2CCOCC2)C1=O,5%,4%,-3.0%,0,2,i,0.9%,-3.4%,0.3%,-0.3%,

# Three compounds from above, sorted by number of heavy atoms, largest number first.
SMILES,NS5 inhibitors,SV40 large T antigen,CSM14.1 death rescue,WT yeast gro inh,WT yeast gro inh mutant strain,Yfh1-depleted yeast,RSV antiviral HEp-2,XIAP antagonists,K1F lysis inhibition,West Nile antiviral,others
COc1ccc(CN2C(=O)N(c3ccccc3)C(=O)C2CC(=O)Nc2ccccc2)cc1OC (stereo not drawn),0%,-2%,-0.2%,-7,-4,i,0.8%,5.2%,0.1%,1.1%,
COc1ccc(OC)c(NC(=O)c2cc(S(=O)(=O)NCc3ccco3)ccc2F)c1,1%,18%,-1.6%,-3,6,i,x,-2.9%,-0.6%,2.3%,
COc1ccc2cc(C(=O)NC3CCCCC3)c(=O)oc2c1,1%,3%,0.1%,12,-4,i,x,-1.0%,-0.2%,-0.1%,

# Returning to the listing, starting two compounds before the break.
SMILES,NS5 inhibitors,SV40 large T antigen,CSM14.1 death rescue,WT yeast gro inh,WT yeast gro inh mutant strain,Yfh1-depleted yeast,RSV antiviral HEp-2,XIAP antagonists,K1F lysis inhibition,West Nile antiviral,others
COc1ccc(-c2cc(C(F)(F)F)nc(SCc3cccc(C(=O)O)c3)n2)cc1,25%,9%,2.2%,30,-4,i,50%,-2.2%,-0.6%,0.3%,
Cc1ccsc1/C=C1/SC(=O)N(CC(=O)N2CCOCC2)C1=O,5%,4%,-3.0%,0,2,i,0.9%,-3.4%,0.3%,-0.3%,
CSc1nsc(SCC(=O)N2CCN(c3ccccc3)CC2)n1,12%,-2%,-1.1%,7,-5,i,7.6%,-5.5%,-0.1%,0.1%,
CC(C)(C)SCCNS(=O)(=O)c1ccc(F)cc1,-4%,4%,0.1%,5,3,i,-0.5%,-6.5%,-0.1%,-0.6%,
CC(C)CNS(=O)(=O)c1ccc(CCC(=O)Nc2ccc3c(c2)OCCO3)cc1,0%,2%,0.1%,-4,-8,i,3.6%,-1.9%,0.4%,0.3%,
O=C(CNC(=O)Cn1ccc2ccccc2c1=O)NCCCN1CCCCCC1,3%,1%,-3.2%,-1,-9,i,0.2%,-1.4%,0.8%,-0.2%,
COc1ccc(C2CC(=O)N(CC(=O)NCC3CCCO3)c3ccccc3S2)cc1 (stereo not drawn),4%,11%,3.3%,-3,-12,i,1.4%,-20%,0.1%,-0.6%,
Cc1cc(C)cc(NC(=O)Cc2ccc(NC3=NC4CS(=O)(=O)CC4S3)cc2)c1 (stereo not drawn),-1%,4%,x,x,x,x,1.9%,x,-3.2%,0.8%,
Cc1ccc2nc(N3C(=O)C(O)=C(C(=O)c4ccco4)C3c3cccc(O)c3)sc2c1 (stereo not drawn),7%,13%,x,x,x,x,5.8%,x,-0.1%,0.0%,
CC(C)c1ccccc1-n1c(SCc2cc(=O)oc3ccc4ccccc4c23)nnc1-c1cccnc1,-4%,3%,-1.3%,37,-7,i,9.9%,-18%,2.9%,1.8%,
O=C(N/N=C/c1cc([N+](=O)[O-])ccc1O)C1CC1,0%,0%,x,x,x,i,0.3%,x,0.2%,-0.5%,
Cc1nc(SCC(=O)Nc2ccc(C)c(F)c2)c2oc3ccccc3c2n1,0%,16%,0.5%,0,11,i,2.1%,-3.3%,0.3%,0.1%,
C=CCNc1ncnc2c1cnn2-c1cccc(C)c1,-1%,-1%,x,4,8,i,21%,2.4%,0.5%,0.4%,
COc1ccc2oc(=O)c(-c3csc(Nc4ccc(O)cc4)n3)cc2c1,-1%,5%,-4.3%,7,-18,i,48%,-5.1%,3.6%,0.4%,
Cc1nn(-c2nc3ccccc3[nH]2)c(N)c1-c1ccc(Cl)cc1,-1%,-2%,0.8%,0,10,i,6.7%,-22%,3.3%,-0.2%,
CCOc1ccc(NS(=O)(=O)c2ccc(C(=O)NC3CCC(O)CC3)cc2)cc1 (stereo not drawn),4%,6%,x,x,x,x,1.7%,x,-0.3%[50 µM],x,
O=C(Cc1ccccc1)Nc1nnc(-c2ccco2)s1,-3%,30%,-2.3%,-56,-11,i,0.8%,-7.5%,0.4%,-0.1%,
CC(=O)Nc1ccc(NC(=O)CSc2ccc(-c3ccco3)nn2)cc1,-1%,-3%,-0.7%,-17,-16,i,2.7%,-6.1%,-0.1%,-0.5%,
CC(Sc1nnc(CC(=O)Nc2ccccc2F)n1C)C(=O)Nc1nccs1 (stereo not drawn),-3%,-1%,x,x,x,x,2.1%,x,0.4%,0.2%,
CC(=O)N1CN(Cc2ccccn2)Cc2c1sc1c2CCCC1,4%,17%,-0.4%,2,15,i,0.5%,-4.1%,0.0%,0.1%,
CN1CCN(C(=O)c2ccccc2NC(=O)c2ccccc2)CC1,2%,9%,x,x,x,x,0.2%,x,0.2%,-0.1%,
CCC(C)Oc1nc2ccccc2nc1NS(=O)(=O)c1ccccc1 (stereo not drawn),-2%,x,0.0%,-4,-11,i,1.7%,-2.9%,-0.6%,0.0%,
O=C(CNC(=O)c1ccc(Br)o1)NCc1cccc(Cl)c1,-6%,1%,x,x,x,x,0.4%,x,-0.1%,-0.3%,
Cc1ccc(C(C)NC(=O)Cc2cccs2)cc1C (stereo not drawn),-3%,9%,x,x,x,x,1.5%,x,2.1%[50 µM],-0.1%,
CCN(C(=O)CSc1nc2ccccc2c(=O)n1-c1ccc(C)cc1)C1CCS(=O)(=O)C1 (stereo not drawn),-7%,-3%,1.5%,11,-3,i,0.7%,-4.2%,1.3%,-0.1%,
Cc1cc(C(=O)OCC(=O)NCc2ccccc2Cl)c(C)o1,-4%,-6%,-0.4%,7,-3,i,1.8%,-4.7%,0.6%,-1.1%,
Cc1ccc(OCc2nnc(SCC(=O)N3CCOCC3)n2C)cc1,2%,-3%,-0.7%,-10,-9,i,1.3%,-12%,1.5%,1.3%,
CCn1c(SCC(=O)Nc2oc(-c3ccccc3)c(-c3ccccc3)c2C#N)nnc1-c1ccco1,8%,19%,-1.3%,4,3,i,16%,-47%,0.0%,0.1%,
CC(=NCc1ccc2c(c1)OCO2)C1=C(O)c2ccccc2C1=O,-1%,11%,1.7%,10,17,i,1.7%,-3.5%,3.8%,0.7%,
COc1ccc(S(=O)(=O)Nc2c(NC3CCCCC3)c3ccccc3oc2=O)cc1Cl,-8%,11%,x,x,x,x,1.9%,x,0.1%,2.1%,
Cc1ccc(NS(=O)(=O)c2ccc(Br)cc2)nc1,x,26%,0.7%,-7,0,i,-0.3%,-1.6%,x,-0.2%,
O=C(O)c1ccccc1S(=O)CCO (stereo not drawn),8%,x,-1.3%,-3,-11,i,1.7%,-7.6%,0.5%,0.6%,NS5 inhibitors pilot replicate=0.6
